From PubChem BioAssay
FLuc counter: inhibits or activates purified firefly luciferase, miR-21 counter-screen; purified FLuc, Km substrates, luminescence inhibition; P08659; 360,000 compounds, 6.9% hits; Potency, µM (doses to about 57.5 µM), inactives show at the top dose activity change, negative = inhibition, most hits filed as inhibitors; AID 588342;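 note: plate controls were vehicle for no effect and reference inhibitor for full effect; nearly all actives have a fitted effect of over 55% in size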
Target sequence (P08659 whole entry, looked up): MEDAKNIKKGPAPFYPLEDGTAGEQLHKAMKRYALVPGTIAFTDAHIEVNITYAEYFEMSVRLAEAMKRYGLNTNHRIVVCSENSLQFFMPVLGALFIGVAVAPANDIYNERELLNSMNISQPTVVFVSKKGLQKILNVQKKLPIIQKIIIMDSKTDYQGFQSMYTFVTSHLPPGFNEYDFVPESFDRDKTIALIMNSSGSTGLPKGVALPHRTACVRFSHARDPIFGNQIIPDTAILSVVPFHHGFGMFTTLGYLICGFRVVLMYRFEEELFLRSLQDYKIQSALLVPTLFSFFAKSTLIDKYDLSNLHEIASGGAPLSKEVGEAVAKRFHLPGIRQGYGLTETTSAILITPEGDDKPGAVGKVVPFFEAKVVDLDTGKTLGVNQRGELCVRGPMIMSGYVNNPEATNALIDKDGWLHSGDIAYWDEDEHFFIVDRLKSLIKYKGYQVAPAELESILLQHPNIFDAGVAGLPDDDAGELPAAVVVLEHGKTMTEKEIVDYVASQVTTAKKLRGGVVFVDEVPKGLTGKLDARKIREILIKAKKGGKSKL
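Purified P. pyralis luciferase, 10 nM final, with Km-level 10 uM D-luciferin and 10 uM ATP in 50 mM Tris acetate pH 7.5, 10 mM Mg acetate, 0.01% Tween-20, 0.05% BSA; 6-point qHTS titration about 60 µM downward; luminescence read.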
Rab9 prom act: Rab9 promoter activation; 320,000 compounds, 2.8% hits; Potency, µM (series often up to 9.22 µM), without a hit: top-dose activation, negative = inhibition, hits mostly activators; Huh7 Rab9 promoter-luciferase reporter, luminescence, 24 h; AID 485297; note: % of control where 0% means no effect; nearly all actives have a fitted effect of over 60% in size
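Cells were plated at 1500 per well in reduced-serum medium with 10% FBS and left 2 h. Compound in DMSO was then added for 24 h at 37 °C. Reporter signal was read by luminescence after 10 min with luciferase detection reagent.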
RORgamma inh: ROR gamma (mouse) transcription inhibition; Drosophila S2 Gal4-RORgamma UAS-luciferase reporter, 20 h; AID 2551; Potency, µM (titrated, usually from 53.6 µM), inactives show at the highest dose activity change, negative = inhibition, usual class: inhibitors; 310,000 compounds, 5.4% hits; note: % is set by controls: 0 for no effect and ±100 for the full control effect; nearly all actives have a fitted effect of over 60% in size
Target sequence (P51450 whole entry, looked up, the tested form may be a part): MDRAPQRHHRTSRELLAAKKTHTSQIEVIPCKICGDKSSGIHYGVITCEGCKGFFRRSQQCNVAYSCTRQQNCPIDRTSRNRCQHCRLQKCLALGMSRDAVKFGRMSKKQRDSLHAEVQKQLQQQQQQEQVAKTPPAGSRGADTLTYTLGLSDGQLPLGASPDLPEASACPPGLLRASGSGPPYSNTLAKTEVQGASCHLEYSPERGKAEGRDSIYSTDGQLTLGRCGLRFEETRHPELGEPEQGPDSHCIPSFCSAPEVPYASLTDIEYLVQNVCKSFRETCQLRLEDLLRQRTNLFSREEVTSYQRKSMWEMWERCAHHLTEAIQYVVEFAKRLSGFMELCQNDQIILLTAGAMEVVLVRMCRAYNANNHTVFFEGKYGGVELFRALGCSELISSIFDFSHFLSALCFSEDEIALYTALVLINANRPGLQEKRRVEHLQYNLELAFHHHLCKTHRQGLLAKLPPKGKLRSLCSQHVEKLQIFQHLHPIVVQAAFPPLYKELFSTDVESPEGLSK
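Compounds are pin-transferred onto Drosophila Schneider cells expressing a copper-inducible Gal4–ROR gamma transactivation domain fusion. After 1 hr, copper sulfate is added to 700 uM final; luciferase is read 20 hr later.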
NPC1 promoter act: activators of NPC1 promoter | Huh7 NPC1 promoter luciferase reporter, 24 h | Potency, µM (doses to about 9.22 µM), inactives show at the top dose activation, most hits filed as activators | 320,000 compounds, 2.4% hits | AID 485313;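 note: % of control where 0% means no effect; nearly all actives have a fitted effect of over 60% in size; reporter is driven by a mutant NPC1 promoter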
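In 1536-well qHTS, Huh7 cells harboring an NPC1 promoter–luciferase construct received compound for 24 h; activation was quantified by luminescence following luciferase reagent addition.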
MBNL1-CUG inh: blocks human MBNL1 binding to CUG repeat RNA. Potency, µM (doses to about 57.5 µM), for inactives: at the top dose activity change, negative = inhibition, most hits filed as inhibitors. 280,000 compounds, 0.036% hits. TR-FRET MBNL1-His/biotin-(CUG)12 binding, 665/545 ratio. Q9NR56; active = well fitted inhibition curve with a large enough effect in the signal ratio, with a control signal flat, not every such curve was filed as active; inconclusive = small, poorly fitted or top-dose-only effect, or effect the other way, or a change in a side signal; inactive = no such curve, though single readings can be large or run the other way; the % refers to the signal ratio; note: % is set by controls: 0 for no effect and ±100 for the full control effect
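Ratiometric TR-FRET (665 over 545 nm, excitation 340 nm) tracks disruption of MBNL1-His/biotin-(CUG)12 complex after 60 min at room temperature, with compounds at 92 nM to 58 uM final.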
p53 reactivation: mutant p53 re-activation in reporter cells | H1299 p53-A138V BP100-luciferase reporter, luminescence, 24 h | 320,000 compounds, 0.063% hits | Potency, µM (series often up to 92.2 µM), without a hit: at the highest dose activity change, positive = activation, most hits filed as activators; note: % of control where 0% means no effect; nearly all actives have a fitted effect of over 45% in size
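p53-null H1299 cells stably carrying temperature-sensitive p53-A138V and a BP100-luciferase reporter were pinned with compounds (4-point, 1:5 series) and held 24 hrs at 37 deg C. Luminescence was read 10 min after detection reagent.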
BRCA1 expr up: BRCA1 expression activation. MCF7-BRCA1-FFLuc reporter, luminescence, 48 h; response scale: scaled: vehicle 0%, 10 µM genistein 100%. Potency, µM (doses to about 46.1 µM), for inactives: at the highest dose activation, usual class: activators. 380,000 compounds, 1.1% hits; note: nearly all actives have a fitted effect of over 80% in size; some results filed as inactive show a strong effect at the top dose
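Reporter cells (MCF7, BRCA1 promoter-firefly luciferase) received library compounds across a concentration series for 48 h. End-point luminescence was measured and concentration-effect curves derived after normalization.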
ELG1 genotox: genotoxicity induction in ELG1-luciferase HEK293T cells | Potency, µM (top dose mostly 46 µM), for inactives: top-dose activity change, positive = activation, actives largely listed as activators | 330,000 compounds, 1.3% hits | HEK293T ELG1-luciferase reporter, luminescence, 16 h; note: % of control where 0% means no effect; nearly all actives have a fitted effect of over 60% in size
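Reporter readout depends on ELG1 protein level, which increases with genetic stress. After 16 hr compound exposure at 37 °C, luciferase activity was quantified using ONE-Glo.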
VP16 counter: inhibits Gal4-VP16 luciferase reporter, ROR gamma counter-screen. Potency, µM (top dose mostly 53.6 µM), for the others: top-dose activity, negative = inhibition, usual class: inhibitors. AID 2546. Drosophila S2 Gal4-VP16 UAS-luciferase, luminescence, 20 h. 310,000 compounds, 3.5% hits;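 note: Gal4-VP16 expression switched on by copper sulfate through the metallothionein promoter; % is set by controls: 0 for no effect and ±100 for the full control effect; nearly all actives have a fitted effect of over 50% in size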
uPA surface inh: inhibitors of cell surface uPA generation; 330,000 compounds, 0.31% hits; cell surface uPA generation assay, qHTS; Potency, µM (doses to about 38.3 µM), for inactives: top-dose activity change, negative = inhibition, hits mostly inhibitors; AID 540303; active = well fitted inhibition curve with a large enough effect; inconclusive = small, poorly fitted or top-dose-only effect; inactive = no such curve, though single readings can be large or run the other way; tested in mouse RAW 264.7 cells; note: % is set by controls: 0 for no effect and ±100 for the full control effect; nearly all actives have a fitted effect of over 55% in size
Numbers without * were called inactive; ? = inconclusive; / = no result given; & = joins results of further samples; [ ] = dose if it differs, or a comment. Unless noted, calls come from the whole dose curve; as a rule, active = well fitted curve in the direction sought with a large enough effect; inconclusive = small, poorly fitted or top-dose-only effect, or another doubt; inactive = no such curve, though single readings can be large; an effect the other way counts as inactive or inconclusive. Potency is the fitted concentration of half-maximal effect. This is a random part of the collection. Share with any hit: about 13%.

structure	Rab9 prom act	p53 reactivation	FLuc counter	ELG1 genotox	BRCA1 expr up	MBNL1-CUG inh	NPC1 promoter act	uPA surface inh	RORgamma inh	VP16 counter
Cc1cccc(OCC2=NS(=O)(=O)c3ccccc3N2)c1	26.8%	19.9%	19µM*	15.0%	11.2µM*	-0.4%	28.0%	1.4%	26.5%	-8.6%
Cc1ccc2c(c1)CC(C)N2S(=O)(=O)c1nnc(NC(=O)CC(C)C)s1 (stereo not given)	0.0%	1.0%	2.8%&-4.7%	-3.6%	-4.8%	-3.4%	-24.1%	3.5%	0.6%	-3.5%
CCc1ccc(-n2c(SCC(=O)Nc3cc(C)[nH]n3)nc3[nH]ncc3c2=O)cc1	10.9%	5.5%	0.5%	0.2%	-5.8%	-6.0%	-2.1%	6.2%	?	-2.8%
CN(C(=O)CSc1nnc(NCc2ccccc2)s1)C1CCS(=O)(=O)C1 (stereo not given)	-1.5%	-2.1%	?	3.0%	20.3%	1.0%	-2.8%	-1.6%	0.2%	-4.0%
CC(=O)Nc1ccc(S(=O)(=O)CCC(=O)O)cc1	3.2%	3.0%	-0.9%	-1.3%	2.7%	0.9%	0.5%	4.9%	9.0%	-3.6%
Cc1cc(C)cc(C(=O)NN2CCN(C)CC2)c1	-3.7%	10.5%	1.3%	-2.1%	-9.7%	-10.2%	-3.3%	0.1%	1.4%	-7.8%
CCCC(c1nnnn1CCC(C)C)N1CCC(C(N)=O)CC1 (stereo not given)	16.1%	-8.4%	-0.8%	-0.5%	1.2%	-2.2%	0.1%	1.8%	0.3%	-3.7%
CC(NC(=O)c1ccccc1SCC(=O)N1CCCC1)c1ccccc1 (stereo not given)	-0.8%	7.9%	2.5%	2.0%	1.0%	/	-1.7%	0.6%	/	/
CCOC(=O)C1CCCN(CC(=O)Nc2c(C(=O)OC)[nH]c3ccc(Br)cc23)C1 (stereo not given)	-16.4%	-0.6%	-4.8%	-20.1%	-50.7%	103.5%[activator]	0.6%	-5.6%	7.0%	?
CCCCNC(=S)N/N=C1\C(=O)c2cccc3cccc1c23	0.9%	-1.3%	2.3%	9.1%	-19.6%	-5.6%	-0.1%	-1.5%	?	?
O=C(COC(=O)c1cn(-c2ccccc2)nc1-c1ccccc1)c1cccc([N+](=O)[O-])c1	-3.4%	0.2%	-15.4%	-0.9%	-20.3%	-1.2%	-1.1%	3.5%	31.2%	-3.0%
Cc1cc(C)n2nc(CC(=O)NNC(=O)c3ccccc3Cl)nc2n1	-0.4%	-5.4%	2.1%	-0.3%	3.1%	-10.7%	0.5%	-0.1%	-5.6%	2.1%
O=C(CSc1ccc(-c2ccncc2)nn1)c1ccccc1	-12.6%	6.8%	-0.9%	-1.4%	2.8%	1.7%	-2.0%	-14.8%	44.9%	5.8%
O=C(O)CCN1C(=O)C2C3CC(C2C1=O)C1C(c2ccccc2)c2sc(=O)[nH]c2SC31 (stereo not given)	-0.5%	1.5%	-8.9%	0.3%	72.5%	-12.4%	-1.2%	8.2%	-15.3%	-5.4%
O=C(Oc1ccc(O)cc1)C12CC3CC(CC(C3)C1)C2	-0.7%	6.9%	?	-1.1%	-10.4%	-11.2%	-1.1%	?	-25.5%	?
Cc1ccc(CNC(=O)C2CCCN2C(=O)NCc2ccccc2)cc1 (stereo not given)	-1.8%	9.1%	3.0%	-0.1%	-1.1%	1.0%	-0.8%	-1.9%	-0.8%	-0.2%
O=C(N/N=C/C1C(c2ccccc2)C1(Cl)Cl)c1cccc(Br)c1 (stereo not given)	-0.1%	13.4%	-8.8%	0.9%	-13.6%	-2.3%	0.5%	-1.2%	4.47µM*	6.31µM*
COc1cc(C(=O)C(=O)c2cc(OC)c(O)c(OC)c2)cc(OC)c1O	-4.0%	-2.2%	5.8%	1.1%	-13.9%	13.3%	-5.6%	0.9%	-16.8%	-10.1%
CSC(=S)N/N=C/c1ccc(N(C)C)cc1	23.0%	-0.9%	2.69µM*	?	0.3%	5.3%	11.1%	1.0%	0.251µM*	2µM*
CCCNC(=O)Nc1ccccc1SC	2.0%	-3.2%	-14.1%	1.0%	-17.5%	-6.4%	-3.7%	-7.5%	20.4%	6.3%
CC(CCc1ccccc1)NC(=O)CSc1cccc[n+]1[O-] (stereo not given)	-1.5%	-1.4%	-1.9%	1.9%	19.3%	-6.5%	-2.4%	1.7%	3.7%	-1.4%
CCOC(=O)c1ccc(NC(=S)Nc2ccccc2)cc1	-1.9%	11.4%	?	8.1%	71.7%	-19.5%	1.2%	3.3%	?	-12.7%
CCOC(=O)c1sc2nc(N3CCOCC3)c3c(c2c1N)CC(C(C)C)OC3 (stereo not given)	2.0%	2.5%	-2.1%	6.6%	10.0%	?	-7.3%	5.6%	15.2%	8.1%
Cc1cc(SCC(=O)c2cccc([N+](=O)[O-])c2)nc(=O)[nH]1	?	24.8%	?	?	?	?	?	6.7%	?	18.1%

Rewritten with values under each structure: 2 of the compounds above.
Fields – Rab9 prom act	p53 reactivation	FLuc counter	ELG1 genotox	BRCA1 expr up	MBNL1-CUG inh	NPC1 promoter act	uPA surface inh	RORgamma inh	VP16 counter
> CCc1ccc(-n2c(SCC(=O)Nc3cc(C)[nH]n3)nc3[nH]ncc3c2=O)cc1
 : 10.9%	5.5%	0.5%	0.2%	-5.8%	-6.0%	-2.1%	6.2%	?	-2.8%
> CC(CCc1ccccc1)NC(=O)CSc1cccc[n+]1[O-] (stereo not given)
 : -1.5%	-1.4%	-1.9%	1.9%	19.3%	-6.5%	-2.4%	1.7%	3.7%	-1.4%

The list goes on.
structure	Rab9 prom act	p53 reactivation	FLuc counter	ELG1 genotox	BRCA1 expr up	MBNL1-CUG inh	NPC1 promoter act	uPA surface inh	RORgamma inh	VP16 counter
CC(C)c1ccc(OCC(=O)Nc2cccc3c2CCCC3)cc1	1.4%	1.6%	?	-2.7%	6.5%	-22.2%	-3.6%	3.6%	18.9%	?
O=C(COc1ccc(Br)cc1)Nc1ccc([N+](=O)[O-])cn1	0.5%	7.2%	?	6.1%	-14.9%	?	-0.2%	7.4%	-2.2%	3.9%
COc1ccc(NS(=O)(=O)c2ccc(C)c(NC(=O)NC3CCCCC3)c2)cc1	-1.8%	13.6%	-0.9%	-1.4%	-47.1%	-0.3%	-1.1%	4.0%	?	-21.0%
CCC(C(=O)OCC(=O)NC1CCS(=O)(=O)C1)c1ccccc1 (stereo not given)	-0.1%	-0.8%	0.8%	1.5%	4.9%	/	1.7%	10.9%	/	/
CCC(=O)N1CCc2cc(S(=O)(=O)NCCCOC)ccc21	-3.5%	-1.7%	0.0%	3.2%	-3.1%	-3.0%	-0.4%	0.3%	3.1%	4.0%
Cc1cnn(CCC(=O)NNC(=S)Nc2ccc(F)cc2)c1	9.2%	-6.5%	-2.0%	3.0%	-18.5%	6.9%	0.3%	-0.7%	0.447µM*	2.82µM*
CCCCc1c(O)nc(SCC(=O)NC(C)(C)C)n(-c2ccccc2C)c1=O	0.4%	4.7%	-1.3%	-2.1%	2.5%	-5.5%	-7.1%	-3.9%	41.9%	-10.4%
CCCN(Cc1nnc(-c2ccccc2Cl)o1)C(=O)COc1ccc(Cl)cc1	-3.3%	0.3%	2.8%	0.5%	-9.6%	/	-1.1%	0.8%	/	/
O=C(COc1ccc(Cl)cc1Cl)NCCCNC(=O)c1cnccn1	4.8%	-1.4%	?	3.5%	-0.1%	3.3%	6.4%	1.3%	-0.8%	-8.4%
Cc1coc(NC(=O)CSc2nc(-c3ccc(Cl)cc3)cc(C(F)(F)F)c2C#N)n1	-7.1%	-2.4%	1.2%	9.0%	-52.4%	6.5%	0.5%	1.8%	1.3%	1.9%
CC(C)(C)N=C1C([N+](=O)[O-])=CC=C2C1=NC1(CCCCC1)N2O	0.2%	-7.2%	-8.4%	0.8%	-10.7%	?	-1.5%	-9.3%	-2.2%	-15.3%
CCOc1ccc(N(CC(=O)Nc2ccccc2OCC)S(=O)(=O)c2c(C)noc2C)cc1	-20.4%	10.4%	1.6%	?	-64.2%	3.2%	-27.1%	1.26µM*	-11.0%	-5.6%
CCOC(=O)C1(CC2CC2)CCN(Cc2cn(C)c3ccccc23)CC1	-1.1%	-0.9%	-1.5%	-17.5%	-32.4%	-15.5%	-6.4%	-4.6%	?	?
COc1ccc(-c2cc(N3C(=O)Nc4ccccc4N3O)n[nH]2)cc1OC	-0.5%	18.4%	?	5.3%	-1.9%	-0.3%	-1.6%	-9.8%	?	-0.2%
Cc1cc(NC(=O)CSc2nc3ccccc3c(=O)n2-c2ccccc2)no1	7.3%	1.8%	10.0%	28.2%	-3.3%	-5.3%	6.7%	-4.8%	8.1%	-6.0%
O=C(COc1ccc(S(=O)(=O)N2CCOCC2)cc1)N1CCN(c2ccccc2)CC1	3.3%	-8.0%	2.9%	-2.0%	-30.7%	-3.0%	-2.5%	-8.5%	?	-9.9%
